Chronic BCR inh = qHTS Assay to Find Inhibitors of Chronic Active B-Cell Receptor Signaling; AID 493014, 2011; 340,000 compounds, 0.05% hits; Potency, µM (series often up to 46.1 µM), inactives show at the top dose ratio change, negative = lower green/red ratio, hits mostly inhibitors; ABC-DLBCL IkBa-CBG/CBR reporter, luminescence ratio, 4 h; active = well fitted inhibition curve with a large enough effect in the signal ratio, with a control signal flat, not every such curve was filed as active; inconclusive = small, poorly fitted or top-dose-only effect, or effect the other way, or a change in a side signal; the % refers to the signal ratio;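 note: potency is the fitted concentration of half-maximal effect; plate controls were basal doxycycline-induced cells for no effect and cells given 10 µM MG132 for full effect; MG132 reads +100%, hits lower the ratio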
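TMD8 human ABC-DLBCL cells with doxycycline-inducible IκBα–green luciferase fusion and unfused red luciferase, in 0.5% FBS medium; compounds up to 46 uM, 4 h at 37C. Green/red luminescence ratio, filter-overlap corrected, fitted to concentration-response curves.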
Giardia killer = Small Molecules that selectively kill Giardia lamblia: qHTS. Giardia lamblia trophozoite viability. activity change, % at 7.66 µM, hits read low. 340,000 compounds, 0.15% hits. AID 540267, 2011; in the data active = activity change below about -80%; inconclusive = between about -30% and that limit;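 note: parasites exposed to compound for two days anaerobically before the ATP read; % is set by controls: 0 for no effect and ±100 for the full control effect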
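Media and compound were dispensed first, then trophozoites at 100 cells/well; plates sat 48 hrs at 37 deg C without oxygen before ATP luminescence reagent was added and read after 15-30 min at room temperature.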
B2AR arrestin = qHTS assay of beta-arrestin-biased ligands of beta2-adrenergic receptor; Beta-2 adrenergic receptor (Homo sapiens), P07550; beta-arrestin recruitment to beta2AR, cell-based reporter; Potency, µM (series often up to 46.1 µM), inactives show at the top dose activation, actives largely listed as activators; 330,000 compounds, 0.02% hits;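 note: potency is the fitted concentration of half-maximal effect; 0% = DMSO controls and full agonism = EC100 isoproterenol or metaproterenol; nearly all actives have a fitted effect of over 65% in size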
Tb PFK inh = qHTS Assay to Find Inhibitors of T. brucei phosphofructokinase. Potency, µM (doses to about 57.5 µM), for inactives: top-dose activity, negative = inhibition, actives largely listed as inhibitors. T. brucei PFK, ADP-Glo luminescence. AID 485367, 2010. 330,000 compounds, 0.17% hits;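 note: potency is the fitted concentration of half-maximal effect; 0% = uninhibited 1x PFK enzyme wells and -100% = no-enzyme wells; nearly all actives have a fitted effect of over 60% in size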
Target sequence (O15648 whole entry, looked up): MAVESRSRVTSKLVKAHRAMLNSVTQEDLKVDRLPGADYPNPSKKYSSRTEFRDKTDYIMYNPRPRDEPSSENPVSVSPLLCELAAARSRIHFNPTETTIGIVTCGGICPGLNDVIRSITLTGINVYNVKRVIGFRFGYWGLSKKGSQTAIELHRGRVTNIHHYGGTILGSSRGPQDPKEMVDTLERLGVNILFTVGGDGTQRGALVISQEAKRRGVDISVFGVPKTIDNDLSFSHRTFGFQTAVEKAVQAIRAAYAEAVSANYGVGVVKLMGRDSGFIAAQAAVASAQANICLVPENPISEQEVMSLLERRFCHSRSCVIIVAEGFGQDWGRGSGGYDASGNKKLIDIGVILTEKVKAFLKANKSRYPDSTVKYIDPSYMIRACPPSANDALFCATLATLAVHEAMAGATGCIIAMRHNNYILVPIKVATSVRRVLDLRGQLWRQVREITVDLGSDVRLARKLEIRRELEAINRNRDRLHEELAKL
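ADP-Glo luminescence quantified ADP after 45 min at room temperature, with 1.25 nM T. brucei PFK, 0.1 mM ATP and 0.5 mM fructose-6-phosphate in pH 8.0 TEA buffer. qHTS titrations up to 57 µM; curves classified by quality.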
GALK inhibitor = qHTS Assay for Inhibitors of Human Galactokinase (GALK); AID 1868, 2009; 270,000 compounds, 0.007% hits; Potency, µM (titrated, usually from 57.5 µM), without a hit: top-dose activity change, negative = inhibition, actives largely listed as inhibitors; Purified GALK, Kinase-Glo residual ATP luminescence; note: potency is the fitted concentration of half-maximal effect; % is set by controls: 0 for no effect and ±100 for the full control effect
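Quantitative HTS: GALK 5 nM, ATP 35 uM, galactose 100 uM, 1 h room temperature, then luciferase-based ATP detection.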
Integrin act MD = qHTS for Activators of Integrin-Mediated Alleviation for Muscular Dystrophy; alpha7betagal myoblasts, beta-gal FDG fluorescence, 48 h; Potency, µM (doses to about 38.3 µM), without a hit: at the top dose activation, most hits filed as activators; 350,000 compounds, 0.064% hits; AID 624291, 2012;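 note: potency is the fitted concentration of half-maximal effect; 100% = response of the positive control SU9516; nearly all actives have a fitted effect of over 60% in size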
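alpha7betagal+/- myoblasts (passage 13, 250/well) treated 48 h at 37C with compounds at 1:260 dilution of DMSO stock. Lysed, then beta-galactosidase activity read as FDG fluorescence (ex 480/em 540) after 30 min, with pre-read for autofluorescence.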
S-ASM inh = Inhibitors of Secretory Acid Sphingomyelinase (S-ASM): qHTS. Sphingomyelin phosphodiesterase (Homo sapiens), P17405. placental ASM, HMU-PC fluorogenic substrate, 60 min. Potency, µM (titrated, usually from 57.5 µM), inactives show top-dose activity change, negative = inhibition, hits mostly inhibitors. 340,000 compounds, 0.006% hits; note: potency is the fitted concentration of half-maximal effect
Target sequence (P17405 47-631 limits assumed): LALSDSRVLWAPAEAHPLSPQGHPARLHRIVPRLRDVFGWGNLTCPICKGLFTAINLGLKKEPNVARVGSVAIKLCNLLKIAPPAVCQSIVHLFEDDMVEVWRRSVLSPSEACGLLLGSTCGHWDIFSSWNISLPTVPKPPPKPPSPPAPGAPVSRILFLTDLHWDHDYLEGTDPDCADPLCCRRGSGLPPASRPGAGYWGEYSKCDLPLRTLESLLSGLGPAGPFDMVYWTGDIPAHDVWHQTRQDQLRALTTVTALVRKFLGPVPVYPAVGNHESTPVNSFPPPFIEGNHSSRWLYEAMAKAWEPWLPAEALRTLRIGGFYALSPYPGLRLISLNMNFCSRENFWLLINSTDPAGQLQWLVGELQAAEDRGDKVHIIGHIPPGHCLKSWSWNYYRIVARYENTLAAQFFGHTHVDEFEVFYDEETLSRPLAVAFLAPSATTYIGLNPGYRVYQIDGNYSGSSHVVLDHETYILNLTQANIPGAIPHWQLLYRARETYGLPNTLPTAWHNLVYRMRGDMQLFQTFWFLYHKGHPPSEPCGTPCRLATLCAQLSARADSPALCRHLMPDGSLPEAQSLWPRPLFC
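Fluorogenic HMU-PC substrate (9 uM final) is turned over by placental ASM in 60 min at 37 C after a 10 min compound preincubation. Reaction ended by alkaline stop (pH 10), with fluorescence read at 386/447 nm.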
PKM2 activator = qHTS Assay for Activators of Human Muscle isoform 2 Pyruvate Kinase; Potency, µM (titrated, usually from 57.5 µM), for inactives: at the top dose activation, hits mostly activators; purified PKM2, Kinase-Glo ATP luminescence, activation; response scale: 0% is enzyme alone, no compound; Pyruvate kinase PKM (Homo sapiens), P14618; AID 1631, 2009; 260,000 compounds, 0.34% hits; note: potency is the fitted concentration of half-maximal effect; % is set by controls: 0 for no effect and ±100 for the full control effect; nearly all actives have a fitted effect of over 55% in size
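hPK-M2, >95% pure; 0.1 mM ADP / 0.5 mM PEP final; imidazole pH7.2 buffer w/ 7 mM MgCl2, 50 mM KCl; 1 h RT; Kinase-Glo lum. Intermediate enzyme activity for dual inhibitor/activator qHTS.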
Menin-MLL TR inh = qHTS Assay for Inhibitors Targeting the Menin-MLL Interaction in MLL Related Leukemias: Competition With Texas Red Labeled MLL-derived Mutant Peptide; Menin + Texas Red MLL mutant peptide, fluorescence polarization; Potency, µM (top dose mostly 61.6 µM), for inactives: at the top dose FP activity change, negative = inhibition, most hits filed as inhibitors; 270,000 compounds, 0.23% hits; AID 1768, 2009; active = well fitted inhibition curve with a large enough effect in the polarisation, with a control signal flat, not every such curve was filed as active; inconclusive = small, poorly fitted or top-dose-only effect, or effect the other way, or a change in a side signal; inactive = no such curve, though single readings can be large or run the other way; the % refers to the polarisation; note: potency is the fitted concentration of half-maximal effect; % of control where 0% means no effect; many of its hits are not listed in these tables
PTAP TSG101 blk = qHTS Assay for Iinhibitors of HIV-1 Budding by Blocking the Interaction of PTAP/TSG101. Tumor susceptibility gene 101 protein (Homo sapiens), Q99816. Fluorescence polarization, FITC-PTAP peptide / Tsg101 binding. Potency, µM (titrated, usually from 115 µM), for inactives: at the top dose activity change, negative = inhibition, hits mostly inhibitors. 340,000 tested, under 10 active. AID 493005, 2010; active = well fitted inhibition curve with a large enough effect in the main read-out, with a control signal flat, not every such curve was filed as active; inconclusive = small, poorly fitted or top-dose-only effect, or effect the other way, or a change in a side signal; inactive = no such curve, though single readings can be large or run the other way; note: potency is the fitted concentration of half-maximal effect; % of control where 0% means no effect
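Tsg101 binding domain (10 uM final) was mixed with compound and a FITC-labeled PTAP peptide (50 nM final) in HEPES pH 7.5 buffer with NaCl, Tween 20, EDTA and TCEP; fluorescence polarization was read after 20 min at r.t.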
FBPA coupling cs = qHTS Assay for Inhibitors of Fructose-1,6-bisphosphate Aldolase from Giardia Lamblia: Coupling assay counterscreen; coupling enzyme system counterscreen, AmpLite Red fluorescence; activity change, negative = inhibition, % at 58.2 µM, hits read low; 290,000 compounds, 0.67% hits; AID 2472, 2010; in the data active = activity change below about -30%; note: % is set by controls: 0 for no effect and ±100 for the full control effect
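Fluorescence at 525 nm excitation and 598 nm emission measured inhibition of the coupled detection system without aldolase. Compounds (at 57.5 uM final) were preincubated 10 min at room temperature with coupling enzyme reagent before a 20 min substrate/AmpLite Red step.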
The depositor's hits bear a star; ? = inconclusive; / = not tested or not shown; [ ] = another dose, or the depositor's remark. Unless noted, calls come from the whole dose curve; as a rule, active = well fitted curve in the direction sought with a large enough effect; inconclusive = small, poorly fitted or top-dose-only effect, or another doubt; inactive = no such curve, though single readings can be large; an effect the other way counts as inactive or inconclusive. An excerpt; the hit share may differ from the screen's.

SMILES	Chronic BCR inh	Giardia killer	B2AR arrestin	Tb PFK inh	GALK inhibitor	Integrin act MD	S-ASM inh	PKM2 activator	Menin-MLL TR inh	PTAP TSG101 blk	FBPA coupling cs
CCCCCCCCC(=O)N/N=C(\C)c1cccnc1	-4%	3	-0.7%	0%	1%	-3%	-2%	-6%	-1%	-10%	3
Cn1c2c(c(=O)n(C)c1=O)C(c1ccc(Cl)cc1)C(C#N)=C(N)O2 (stereo not given)	3%	-7	-0.4%	4%	1%	17%	2%	-2%	-5%	-1%	4
Cc1ccc(OCCOc2cccc(/C=N/NC(N)=O)c2)cc1	?	-8	-0.2%	3%	-1%	-3%	5%	/	?	1%	7
O=C(c1cc(-c2ccco2)nc2ccccc12)N1CCCC(C(F)(F)F)C1 (stereo not given)	5%	-11	-0.4%	?	/	14%	138%[activator]	/	/	-7%	/
CCOC(=O)c1cccc(NC(=O)CN(c2ccc(OC)cc2)S(=O)(=O)c2c(C)noc2C)c1	2%	1	0.4%	0%	0%	-17%	-7%	1%	38%[activator]	1%	-1
CSc1nnc(N(CCC#N)CCC#N)s1	2%	3	-0.5%	0%	-2%	3%	3%	-2%	-5%	-1%	1
O=C(NCC(=O)N(Cc1ccccc1)C(C(=O)NCC1CCCO1)c1ccccc1)c1ccco1 (stereo not given)	2%	-13	-1.4%	-15%	-1%	-12%	5%	/	/	-3%	4
COc1ccc(NC(=O)N(C)C[C@H]2Oc3c(NC(=O)Nc4c(C)noc4C)cccc3C(=O)N([C@H](C)CO)C[C@@H]2C)cc1	1%	4	0.4%	3%	/	14%	-5%	/	/	-9%	/
CC(CNC(=O)CCc1nnc(CCC2CCCCC2)o1)c1ccccc1 (stereo not given)	?	-10	0.3%	-2%	1%	0%	-2%	0%	?	-3%	1
CCn1cc(/C=C(\NC(=O)c2ccccc2OC)C(=O)N2CCN(C)CC2)c2ccccc21	-10%	-2	0.3%	0%	0%	-38%	1%	/	1%	-4%	-8
Cc1cccc(CN2CCN(c3ncccn3)CC2)c1	2%	-1	-0.2%	-7%	6%	?	0%	-1%	0%	0%	0
COc1cccc(CNC(=O)COC(=O)c2cccc(S(=O)(=O)N3CCN(C(C)=O)CC3)c2)c1	2%	-7	0.4%	7%	/	-3%	0%	/	/	0%	/
CCn1nnc(NC(=O)CSc2ccc(Cl)cc2)n1	-3%	0	-0.9%	-22%	-2%	-7%[7.66 µM]	5%	-2%	9%	-5%	-1
C=CCNC(=S)Nc1cccc([N+](=O)[O-])c1	?	4	0.2%	-15%	5%	-10%	5%	7%	24%	-5%	0
Cc1[nH]n(C)c(=O)c1C(=O)c1c(-c2c(Cl)cccc2Cl)noc1C	?	1	3.2%	3%	/	-14%	3%	10%	/	-3%	2
O=C(O)c1ccc(S(=O)(=O)N(Cc2ccccc2)C2CCCCC2)cc1	0%	-18	-0.8%	-1%	1%	6%	1%	/	-7%	-4%	5
CCN(CC)S(=O)(=O)c1ccc(C(=O)OCC(=O)NC2CCCC2)cc1	-1%	-4	-0.4%	-11%	/	9%	-1%	/	-3%	-4%	2
Nn1c(SCC(=O)NC2CCS(=O)(=O)C2)nnc1-c1cccs1 (stereo not given)	7%	-28	-0.2%	2%	-4%	4%	7%	4%	/	1%	1
Cc1ccc(C(=O)Oc2cccc(-n3cnnn3)c2)cc1	0%	-11	2.8%	-21%	5%	-26%	-2%	-18%	9%	-8%	0
O=C(Nc1ccccc1)c1ccccc1OCc1ccc(S(=O)(=O)N2CCOCC2)cc1	-1%	-11	0.0%	-4%	2%	17%	-1%	-10%	1%	-3%	7
COc1cc(O)sc1C=Nc1ccc(Cl)cc1Cl	10%	-1	0.4%	2%	-1%	24%	3%	1%	?	-2%	1
CC(C)CNC(=O)COC(=O)CCC(=O)c1cccs1	-31%	7	-1.0%	-3%	-1%	7%	-2%	-5%	-16%	-8%	5
COc1ccc(N2CC(C(=O)NCc3ccccc3)CC2=O)cc1 (stereo not given)	2%	-15	-0.3%	2%	5%	-14%	3%	0%	-6%	-2%	2
COC(=O)C(C)(C)NC(=O)c1cccs1	-6%	-1	-0.3%	-4%	0%	0%	3%	-11%	-3%	6%	0
Cc1noc(C)c1CN1C(=O)c2ccc([N+](=O)[O-])cc2C1=O	1%	-10	0.6%	-1%	0%	11%	1%	/	-8%	-3%	-3
COc1ccc(C(=O)NNC(=O)Nc2ccc(Cl)cc2)cc1	?	12	-0.1%	-14%	4%	16%	-3%	-14%	?	3%	3
CCCNC(=O)N(C)c1nncnc1C(=O)NC	?	3	-1.5%	-2%	1%	8%	0%	-1%	2%	-2%	0
CCC(=O)NCCc1nc2cc(NC(=O)c3ccccc3Cl)ccc2n1C	?	25	-0.4%	0%	3%	13%	15%	/	-19%	-6%	3
CCOC(=O)c1cc(-c2ccccc2C)nn1CC1CC(c2ccc(OC)cc2)=NO1 (stereo not given)	-3%	-20	0.1%	2%	/	5%	-8%	/	/	-1%	/
Cc1ccc(C(=O)OCC(=O)Nc2ccc(Cl)cn2)s1	-1%	-1	0.4%	5%	/	-17%	1%	/	/	-2%	/
CC(=O)N(CCCN(C)C)CCC(C)CCC=C(C)C (stereo not given)	16%	21	-0.1%	-1%	-2%	-37%	0%	-2%	-40%	-5%	-2
CC(C)N1C(=O)/C(=C\c2nc3ccccc3c(=O)[nH]2)c2ccccc21	?	-3	-0.6%	?	-3%	20%	32µM*	20%	1%	-3%	3
CCOC(=O)N1CCN(C(=O)CCCn2nc(C)c3sc4ccccc4c3c2=O)CC1	13%	-8	2.6%	-3%	0%	4%	-4%	-2%	?	-4%	-1
COC(=O)[C@H](Cc1ccc(O)cc1)NC(=O)Cn1cnc2c(SC)nc(N)nc21	-3%	8	-0.1%	1%	/	16%	-7%	/	/	-9%	/
O=C(NC12CC3CC(CC(C3)C1)C2)c1ccc([N+](=O)[O-])o1	-2%	-93*	0.1%	0%	8%	-45%[inhibitor]	-1%	-1%[11.5 µM]	-14%	-5%	0
CC(=O)N1CCN(C(=O)COc2ccccc2C(=O)Nc2ccccc2)CC1	3%	14	0.0%	1%	-2%	-19%	2%	3%	5%	-3%	4
Cc1cccc(C)c1N1C(=O)CC(N2CCSCC2)C1=O (stereo not given)	?	22	-0.8%	1%	0%	-15%	-3%	14%	/	-2%	0
COc1ccccc1N1CCN(C(=O)c2ccc(CSc3ccccc3)cc2)CC1	0%	-8	0.4%	-3%	-1%	-4%	-4%	?	0%	-12%	3
COc1ccc(-n2c(C)cc(C)c(C(C)=O)c2=S)cc1	4%	-12	0.4%	-4%	/	0%	0%	-6%	-2%	-2%	-4
Cc1ccc(OC(=O)c2ccncc2)c(C)c1	1%	7	0.5%	1%	8%	5%	-1%	-5%	1%	0%	1
Cc1cc(-c2nnc(SCC(=O)Nc3ccc(Cl)cn3)n2N)n[nH]1	-2%	30[activator]	0.1%	1%	7%	?	0%	/	/	-6%	/
O=C(Nn1c(-c2ccccc2)nc2ccccc2c1=O)c1ccc([N+](=O)[O-])cc1	1%	3	-0.8%	-7%	/	12%	-3%	-1%	2%	-3%	0
O=C(N/N=C/c1ccncc1)c1ccccn1	?	-19	-0.7%	24%	1%	-10%	0%	/	100µM*	-3%	0
Cc1ccccc1NC(=S)NCc1ccc2[nH]c3c(c2c1)CCCC3	?	-1	-0.1%	1%	/	-11%	-15%	-4%	?	2%	0
CCc1n[nH]c(=S)n1/N=C/c1cc(OC)cc([N+](=O)[O-])c1O	8%	-12	0.1%	-30%	8%	5%	2%	-5%	0%	-2%	-1

Compound activity: PubChem, National Center for Advancing Translational Sciences (NCATS)
